# Nrf2 ARE act: activators of Nrf2 (ARE) signaling. AREc32 ARE-luciferase reporter (MCF7-derived line), luminescence, 24 h. Potency, µM (highest dose often 46.1 µM), for inactives: at the highest dose activation, usual class: activators. 0.31% of 410,000 active; note: % of control where 0% means no effect; nearly all actives have a fitted effect of over 65% in size
#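 ARE-driven firefly luciferase activity in AREc32 cells measured after a 24 hr compound exposure at 37 deg C, using Steady-Glo reagent and a 30 min room-temperature hold.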
# TGFb SMAD3 inh: blocks TGF-b signaling. HepG2 CAGA-GFP TGF-b/SMAD3 reporter, GFP fluorescence, 18 h; TGF-beta stimulated, 500 pg/mL final. Potency, µM (doses to about 46.1 µM), inactives show top-dose activity, negative = inhibition, most hits filed as inhibitors. 1.2% of 410,000 active. AID 588855; note: % is set by controls: 0 for no effect and ±100 for the full control effect; nearly all actives have a fitted effect of over 65% in size
#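 Using HEPG2 CAGA-GFP reporter cells at 1000 cells/well, we pinned test compounds, stimulated with recombinant TGF-beta (500 pg/mL final) and measured total well GFP after 18 h.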
# A549 viability: A549 cytotoxicity, counter-screen for Nrf2 inhibitors; A549 ARE-Fluc cells, CellTiter-Fluor viability, 18-24 h; Potency, µM (doses to about 46 µM), for the others: top-dose activity change, negative = cytotoxicity, usual class: inhibitors; AID 504648; 0.16% of 390,000 active; note: % is set by controls: 0 for no effect and ±100 for the full control effect
#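 Cytotoxicity counterscreen: CellTiter-Fluor fluorescence was measured in A549 ARE_Fluc cells after 18-24 h of compound exposure in a concentration series. The subsequent BugLite luminescent read reports ARE-luciferase activity.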
# Numbers without * were called inactive; ? = inconclusive. Calls come from the whole dose curve; as a rule, active = well fitted curve in the direction sought with a large enough effect; inconclusive = small, poorly fitted or top-dose-only effect, or another doubt; inactive = no such curve, though single readings can be large; an effect the other way counts as inactive or inconclusive. Potency is the fitted concentration of half-maximal effect.
# Second line of a record: Nrf2 ARE act, TGFb SMAD3 inh, A549 viability
[1] N#Cc1cccc(NC(=O)c2sc3nc4c(cc3c2N)N2CCC4CC2)c1
→ 2.1%, -9%, -7%
[2] CN(C)c1ccc(CNC(=O)Cn2c(=O)oc3cc(S(=O)(=O)N4CCCCCC4)ccc32)cc1
→ -1.2%, ?, 3%
[3] Cc1cccc(Cn2cccc(C(=O)Nc3nc4ccccc4s3)c2=O)c1
→ 3.9%, -4%, 7%
[4] CCN1C(=O)c2ccccc2Sc2ccc(NC(=O)Nc3ccc(Br)c(C)c3)cc21
→ 0.5%, ?, -27%
[5] O=C(Nc1ccon1)c1cccn(Cc2cccc(Cl)c2)c1=O
→ -0.4%, -5%, 10%
[6] CCc1ccc(-n2c(SC(CC)C(=O)N(CC)CC)nc3n[nH]c(C)c3c2=N)cc1 (stereo not given)
→ 0.1%, ?, -10%
[7] CC(=O)c1ccc(Oc2nc(C)nc3c2oc2ccccc23)cc1
→ 0.4%, ?, -12%
[8] CC(C)Cc1nc2cccnc2n1C1CCNCC1
→ -0.7%, -24%, 3%
[9] CC(=O)NS(=O)(=O)c1ccc(NC(=O)c2cccn(Cc3ccc(Cl)cc3)c2=O)cc1
→ 4.4%, 1%, 2%
[10] O=C(Nc1ccon1)c1cccn(Cc2ccccc2)c1=O
→ 0.5%, -5%, 8%
[11] O=C(Nc1ccc2c(c1)OCO2)c1cccn(Cc2ccc(F)cc2)c1=O
→ 5.9%, ?, -14%
[12] O=C(Nc1ccc2c(c1)OCO2)c1cccn(Cc2cccc([N+](=O)[O-])c2)c1=O
→ 0.1%, -6%, 3%
[13] O=C(Nc1ccc2c(c1)OCCO2)c1cccn(Cc2ccccc2)c1=O
→ 0.3%, ?, 0%
[14] Cc1ccc(NC(=O)c2cccn(Cc3ccccc3C)c2=O)c(C)c1
→ -0.4%, 2%, 0%
[15] O=C(Nc1ccccc1C(F)(F)F)c1cccn(Cc2ccccc2)c1=O
→ 0.1%, 19%, 1%

# Grouped by structure: those above with four or more nitrogen atoms (4)
# Second line of a record: Nrf2 ARE act, TGFb SMAD3 inh, A549 viability
[1] N#Cc1cccc(NC(=O)c2sc3nc4c(cc3c2N)N2CCC4CC2)c1
→ 2.1%, -9%, -7%
[2] CN(C)c1ccc(CNC(=O)Cn2c(=O)oc3cc(S(=O)(=O)N4CCCCCC4)ccc32)cc1
→ -1.2%, ?, 3%
[6] CCc1ccc(-n2c(SC(CC)C(=O)N(CC)CC)nc3n[nH]c(C)c3c2=N)cc1 (stereo not given)
→ 0.1%, ?, -10%
[8] CC(C)Cc1nc2cccnc2n1C1CCNCC1
→ -0.7%, -24%, 3%

# Quoted at random: 6 compounds from above, in no set order.
# Second line of a record: Nrf2 ARE act, TGFb SMAD3 inh, A549 viability
[6] CCc1ccc(-n2c(SC(CC)C(=O)N(CC)CC)nc3n[nH]c(C)c3c2=N)cc1 (stereo not given)
→ 0.1%, ?, -10%
[7] CC(=O)c1ccc(Oc2nc(C)nc3c2oc2ccccc23)cc1
→ 0.4%, ?, -12%
[10] O=C(Nc1ccon1)c1cccn(Cc2ccccc2)c1=O
→ 0.5%, -5%, 8%
[11] O=C(Nc1ccc2c(c1)OCO2)c1cccn(Cc2ccc(F)cc2)c1=O
→ 5.9%, ?, -14%
[15] O=C(Nc1ccccc1C(F)(F)F)c1cccn(Cc2ccccc2)c1=O
→ 0.1%, 19%, 1%
[1] N#Cc1cccc(NC(=O)c2sc3nc4c(cc3c2N)N2CCC4CC2)c1
→ 2.1%, -9%, -7%

# Results in Nrf2 ARE act, for 2 of the compounds above:
nr | smiles | Nrf2 ARE act
8 | CC(C)Cc1nc2cccnc2n1C1CCNCC1 | -0.7%
9 | CC(=O)NS(=O)(=O)c1ccc(NC(=O)c2cccn(Cc3ccc(Cl)cc3)c2=O)cc1 | 4.4%

# The results go on.
# Second line of a record: Nrf2 ARE act, TGFb SMAD3 inh, A549 viability
[16] COc1ccc(NC(=O)CCc2nc(C3=CCN(Cc4cccc(Cl)c4)CC3)no2)cc1OC
→ 3.1%, -61%, 0%
[17] O=C(Nc1ccon1)c1cccn(Cc2cccc([N+](=O)[O-])c2)c1=O
→ -1.6%, 10%, 7%
[18] O=C1CN=C(c2ccccc2Cl)c2cc(Cl)ccc2N1Cc1cccc(Cl)c1
→ 0.5%, -3%, ?
[19] O=c1c2ccccc2nc(/C=C\c2ccc(F)cc2)n1-c1ccccc1F
→ 3.5%, -2%, 9%
[20] Cc1ccccc1CN1C(=O)CN=C(c2ccccc2)c2cc(Cl)ccc21
→ -0.4%, ?, -3%
[21] CCc1ccc(NC(=O)c2ccc3oc(=O)n(Cc4ccccc4)c3c2)cc1
→ 4.5%, ?, -17%
[22] O=C(Nc1ccc(Br)cc1)c1ccc(F)c(S(=O)(=O)N2CCCc3ccccc32)c1
→ -1.4%, ?, -27%

# Source: PubChem

# These rows are one share of the data; rates above refer to the full screens.
